KB-V1 MDR tox: KB-V1 MDR subline cytotoxicity | KB-V1 MDR cells viability, CellTiter-Glo, 72 h | 3.4% of 400,000 active | Potency, µM (doses to about 46.1 µM), inactives show top-dose activity change, negative = cytotoxicity, most hits filed as cytotoxic; also: potency is read from the fitted curve at half-maximal effect; % is scaled to controls: 0 for no effect and ±100 for the full control effect; nearly all actives have a fitted effect of over 60% in size
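KB-V1 cells (P-gp-expressing MDR subline of KB-3-1) in phenol-red-free DMEM with 10% FBS were exposed to library compounds over a concentration series for 72 h at 37 degrees C. Viability read by CellTiter-Glo luminescence; concentration-effect curves fitted after normalization.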
KB-3-1 cytotox: kills parental KB-3-1 adenocarcinoma cells; KB-3-1 viability, CellTiter-Glo ATP luminescence, 72 h; Potency, µM (doses to about 46.1 µM), inactives show at the highest dose activity change, negative = cytotoxic, usual class: cytotoxic; 1.4% of 400,000 active; also: potency is read from the fitted curve at half-maximal effect; % is scaled to controls: 0 for no effect and ±100 for the full control effect; nearly all actives have a fitted effect of over 60% in size
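Parental KB-3-1 viability, qHTS format: 72 h compound exposure, 37 °C; CellTiter-Glo; media-only wells and DMSO plates as controls; concentration-effect fits on corrected data.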
DRD3 antagonist: D3 dopamine receptor (human) antagonism; P35462; D3R cells, DiscoveRx beta-arrestin luminescence, antagonist mode; stronger effect = lower value; max response, negative = inhibition, %; 2.5% of 360,000 active; in the data active = max response below about -50%; inconclusive = no clear call, values can overlap the other calls; also: % is scaled to controls: 0 for no effect and ±100 for the full control effect; mostly tested at two doses, the higher about 12 µM
Target sequence (P35462 whole entry, looked up): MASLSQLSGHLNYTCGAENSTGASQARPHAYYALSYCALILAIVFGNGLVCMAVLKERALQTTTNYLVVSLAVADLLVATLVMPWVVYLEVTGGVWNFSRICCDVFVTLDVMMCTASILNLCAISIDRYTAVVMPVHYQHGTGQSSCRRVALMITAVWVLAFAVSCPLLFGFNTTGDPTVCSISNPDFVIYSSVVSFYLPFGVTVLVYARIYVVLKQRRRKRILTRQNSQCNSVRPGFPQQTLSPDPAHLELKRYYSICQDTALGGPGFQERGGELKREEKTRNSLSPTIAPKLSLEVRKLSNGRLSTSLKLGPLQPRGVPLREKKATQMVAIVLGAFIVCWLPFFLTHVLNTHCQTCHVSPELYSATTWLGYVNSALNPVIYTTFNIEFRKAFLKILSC
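Cells plated overnight at 1500 cells/well, then exposed to library compounds with dopamine controls for 90 minutes at 37 degrees C. DiscoveRx reagent added for 30–60 minutes at room temperature; luminescence read, quantitative HTS format.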
HT1080NT lethal: kills 2HG-producing HT-1080-NT fibrosarcoma cells. HT-1080-NT fibrosarcoma viability, CellTiter-Glo ATP luminescence, 48 h. Potency, µM (highest dose often 46.1 µM), inactives show at the top dose activity, negative = less viability, usual class: cytotoxic. 1.6% of 360,000 active. AID 686970;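 also: NT is the 2HG producing partner of a matched IDH1 knockdown line; potency is read from the fitted curve at half-maximal effect; 0% = DMSO-treated cells and -100% = media-only wells without cells; nearly all actives have a fitted effect of over 55% in size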
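750 cells/well, RPMI + 5% FBS; 2 h settle, compound pin-transfer, 48 h at 37 degrees C. CellTiter-Glo 10 min RT, luminescence. Normalized to DMSO and media-only wells.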
GLP1R ag: activates the human GLP-1 receptor. HEK293 GLP-1R CRE-luciferase, luminescence, 4-6 h; cells express a hypersensitive GLP-1R form. Potency, µM (doses to about 45.6 µM), inactives show at the highest dose activation, usual class: activators. 0.007% of 380,000 active. AID 624172; also: potency is read from the fitted curve at half-maximal effect; % of control where 0% means no effect
Target sequence (P43220 whole entry, looked up): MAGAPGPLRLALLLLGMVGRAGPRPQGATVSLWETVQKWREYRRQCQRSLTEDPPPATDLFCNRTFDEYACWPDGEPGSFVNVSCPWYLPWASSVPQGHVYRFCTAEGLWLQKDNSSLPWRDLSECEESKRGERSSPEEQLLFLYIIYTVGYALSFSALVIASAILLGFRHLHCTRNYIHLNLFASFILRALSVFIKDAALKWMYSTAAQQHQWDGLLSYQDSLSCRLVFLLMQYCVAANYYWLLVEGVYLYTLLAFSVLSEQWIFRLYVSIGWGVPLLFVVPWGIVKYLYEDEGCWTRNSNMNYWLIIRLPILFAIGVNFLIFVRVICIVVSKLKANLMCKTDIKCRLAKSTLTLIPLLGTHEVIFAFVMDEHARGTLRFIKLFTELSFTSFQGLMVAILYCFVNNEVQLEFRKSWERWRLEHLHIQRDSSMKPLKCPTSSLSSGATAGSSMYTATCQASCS
HT1080 IDH1KD tx: HT-1080 IDH1 knockdown cell toxicity (counter line). HT-1080 IDH1 knockdown viability, ATP luminescence, 48 h. Potency, µM (titrated, usually from 46.1 µM), for inactives: top-dose activity, negative = toxicity, actives largely listed as cytotoxic. 2% of 360,000 active;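 also: potency is read from the fitted curve at half-maximal effect; 0% = DMSO wells and -100% = cell-free medium wells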
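IDH1KD HT-1080 cells, 750/well, RPMI + 5% FBS; compound pinned after 2 h settling; 48 h, 37 °C; CellTiter-Glo luminescence; % activity normalised to DMSO and no-cell wells; curves fitted, classed by r2 and efficacy.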
SW480 rerep: induces DNA re-replication in SW480 colon adenocarcinoma cells; 1.8% of 340,000 active; SW480 DNA re-replication, Hoechst DNA content imaging, 48 h; Potency, µM (titrated, usually from 46.1 µM), without a hit: at the top dose re-replication activation, usual class: activators; also: potency is read from the fitted curve at half-maximal effect; % of control where 0% means no effect; nearly all actives have a fitted effect of over 55% in size
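Hoechst fluorescence of nuclei (405 nm excitation, 500-530 nm emission) measured by plate-scanning imager after 48 hr compound exposure at 37 C; re-replication scored as increased number of nuclei with elevated intensity.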
IL-1B inflam inh: inhibitors of inflammasome signaling (IL-1 beta secretion); THP-1 LPS/ATP IL-1B secretion, AlphaLISA, 16 h; stronger effect = lower value; activity change, % at 57.5 µM; 4.7% of 360,000 active; AID 743279; in the data active = activity change below about -50%; inconclusive = mostly about -30% to -49%; also: % is scaled to controls: 0 for no effect and ±100 for the full control effect
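THP-1 cells pretreated 1 hr with compounds (up to 57.5 uM final), then stimulated with LPS (250 ng/mL final) plus ATP (1.25 mM final); secreted IL-1B measured by AlphaLISA after 16 hr, decreased signal indicating inhibition.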
DRD3 agonist: activates the human D3 dopamine receptor | max activation, % | D3R DiscoveRx beta-arrestin cells, luminescence, 90 min | P35462 | 0.58% of 410,000 active; in the data active = max activation above about 30%; also: 0% is about no effect; mostly tested at two doses, the higher about 12 µM
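Agonist mode: compounds and dopamine controls were applied to plated cells for 90 min at 37 degrees C after an overnight attachment at 1500 cells/well. Luminescent read-out followed 30 - 60 minutes at room temperature with DiscoveRx detection reagent.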
Starred values were filed as active, the others as inactive; ? = inconclusive; . = not tested or not shown; & = joins results of further samples; [ ] = remark or other dose. Unless noted, calls follow the shape of the dose curve; as a rule, active = well fitted curve in the direction sought with a large enough effect; inconclusive = small, poorly fitted or top-dose-only effect, or another doubt; inactive = no such curve, though single readings can be large; an effect the other way counts as inactive or inconclusive.

SMILES	KB-V1 MDR tox	KB-3-1 cytotox	DRD3 antagonist	HT1080NT lethal	GLP1R ag	HT1080 IDH1KD tx	SW480 rerep	IL-1B inflam inh	DRD3 agonist
CCOC(=O)c1cc(NC(=O)N(C)C2CCCCC2)c(C)nc1C	1%	2%	2	17%	21%	-1%	-9%	37	4
COc1ccc(-c2nnc(-c3ccc4ccccc4c3)o2)cc1	2%	10%	28	9%	10%	14%	-8%	-21	0
COc1ccc(CNC(=O)/C=C/[C@H]2O[C@@H](n3cnc4c(NC(=O)c5ccccc5)ncnc43)[C@H](O)[C@@H]2O)cc1	2%	0%	5	20%	-5%	20%	.	-8	9
O=c1[nH][nH]c2c1C(C1CCCCC1)OC(C1CCCCC1)C2 (stereo not drawn)	-16%	?	51	17%	-2%	0%	.	-2	5
Cc1ccc(S(=O)(=O)N(C)CC(=O)NNC(=O)Cc2cccc(F)c2)cc1	?	0%	-15	7%	26%	1%	-5%	-7	-3
COc1cc(/C=N/Nc2ccc(F)cc2F)cc(OC)c1OC	?	-4%	-6	-11%	2%	?	-4%	-19	4
CSc1c(-c2ccccc2)nc2ccc(Cl)cc2c1C(=O)O	8%	-9%	?	7%	4%	0%	-7%	23	1
COCCN1C(=O)c2ccccc2C1c1nnnn1C(C)C (stereo not drawn)	0%	-6%	6	15%	-1%	23%	.	1	-1
Cc1c(NC(=O)COC(=O)C2(c3ccc(F)cc3)CCCC2)c(=O)n(-c2ccccc2)n1C	?	1%	10	15%	5%	22%	2%	29	3
CC(=O)c1cccc(N(C(=O)Cn2nnc3ccccc32)C(C(=O)NC2CCCCC2)c2cn(C)nc2C)c1 (stereo not drawn)	9%	-6%	-12	5%	-2%	24%	-6%	0	-3
Cc1ccc(OCC(=O)Oc2ccc(C(C)C)cc2)cc1	1%	5%	4	22%	-2%	13%	-1%	5	-1
CC(C)CCN(C(=O)c1ccccn1)c1c(N)n(Cc2ccccc2)c(=O)[nH]c1=O	6%	-4%	-14	9%	-1%	13%	-4%	19	-3
COCCCn1c(SCC(=O)Nc2sc3c(c2C#N)CCCC3)nnc1-c1ccncc1	-13%	0%	-21	3%	6%	-13%	1%[9.22 µM]	2	4
COc1ccccc1Cn1c(C)nc2ccccc21	?	-6%	-3	-2%	9%	-16%	-2%	.	4
COC(=O)c1cccc(NC(=O)c2ccc3c(c2)C(=O)N(C(C)(C)C)C3=O)c1	0%	1%	26	-4%	5%	-1%	10%	-54*	5
COC(=O)N1CCN(c2ccc(OC)cc2)CC1	?	-1%	19	?	1%	0%	1%	-7	-3
Cc1nnc2n(C)c(=O)c3c4c(sc3n12)COC(C)(C)C4	1%	17%	19	-5%	2%	-3%	-5%	-1	1
COc1ccc(CC(CC(=O)O)C(=O)Nc2ccccc2)cc1 (stereo not drawn)	8%	9%	-14	-1%	3%	-3%	-10%	22	2
Cc1nn2c3ccccc3n(CC(=O)c3cccs3)c2nc1=O	-4%	13%	15	3%	3%	4%	-42%[inhibitor]	12	1
COc1ccc(OC)c(CNCc2c(C(=O)O)n(Cc3ccccc3)c3cc(OC)ccc23)c1	10%	4%	.	.	1%	.	.	.	-2
COc1ccc2c(c1)c1nnc(SCC(=O)Nc3ccccc3F)nc1n2C	1%	24%	2	9%	6%	-1%	-19%	12	3
O=C(Nc1ccc(F)c(Cl)c1)C1CC(=O)n2c(nc3ccccc32)N1 (stereo not drawn)	-6%	-12%	41	-10%	16%	-12%	-1%	5	5
COc1cccc(-c2cnc3c(NC=O)cc(-c4cccc(NC(C)=O)c4)cn23)c1	?	-25%	67	?	19%	?	.	143	7
NC(=O)c1cc(-c2csc(NCCc3ccccc3)n2)ccc1O	?	-11%	-15	-29%	19%	-22%	?	-23	-9
COc1ccc(CCNC(=O)CN(c2cc(OC)ccc2OC)S(=O)(=O)c2ccccc2)cc1	23µM*	-17%	26	21%	11%	-4%	-78%[inhibitor]	-26	2
Cc1nn(C(C)C)c(C)c1[C@@H]1C[C@H]2CN(Cc3cccc(Cl)c3)C(=O)[C@]23CCCN13	-25%	-9%	-12	10%	18%	10%	-15%	-16	-15
OC1(c2ccccn2)COc2ccccc2O1 (stereo not drawn)	0%	19%	9	6%	2%	2%	2%	-14	10
COc1cccc(C(=O)NC2CC3CCCC(C2)N3CC(=O)Nc2ccccc2)c1 (stereo not drawn)	0%	19%	-59*	1%	-1%	-2%	-2%	5	-3
Cc1ccc(NCC(=O)N/N=C/c2ccncc2)cc1	0%	23%	14	9%	-1%	1%	-2%	-15	1
O=C(COC(=O)CSc1ccc2ccccc2c1)Nc1ccccc1OC(F)F	0%	-5%	-3	-6%	2%	-5%	-2%	21	11
CC(C)C(=O)N1CCN(c2ccccc2NC(=O)c2ccco2)CC1	-24%	-1%	13	11%	6%	4%	0%	16	-2
CS(=O)(=O)N1CCCC(C(=O)Nc2ccc3c(c2)OCCO3)C1 (stereo not drawn)	6%	-8%	21	8%	14%	16%	-5%	-3	10
O=C(COC(=O)c1cccnc1Cl)NCC1CCCO1 (stereo not drawn)	28%	0%	-1	?	-6%	9%	-11%	-8	1
CC(C)CC1NC(=O)N(CC(=O)Nc2ccc(OC(F)F)cc2)C1=O (stereo not drawn)	?	10%	14	0%	1%	0%	-4%	-18	1
Cc1cccc(Cn2c(C)nc3c(N)c(C)c(C)cc32)c1	?	-9%	-2	-10%	13%	-6%	3%	-7	-7
CC(=O)C12CCCCC1CC1[C@@H]3CC(C)C4=CC(=O)CC[C@]4(C)C3CC[C@@]12C (stereo partly drawn)	?	?	2	19%	4%	?	7%	11	-3
Cc1cc2c(c(=O)n1Cc1ccco1)C(c1ccccc1)C(C#N)=C(N)O2 (stereo not drawn)	?	9%	18	5%	7%	-20%	-6%	-7	-15
CCOC(=O)C(=CNc1ccccc1N1CCOCC1)C(=O)OCC	?	-28%	32	-2%	21%	-4%	3%	-9	11
CCCCCNC(=O)C1CCC(Cn2c(=O)c3sccc3n(CC(=O)NCc3cccc(OC)c3OC)c2=O)CC1 (stereo not drawn)	3%	1%	.	.	-2%	.	.	.	9
CC1(C(=O)Nc2ccc3c(c2)OCO3)Cc2c(-c3ccccc3)ccnc2O1 (stereo not drawn)	?	?	-17	-25%	4%	?	.	28	-11
O=C(NCc1ccccc1)C1CCCN(S(=O)(=O)c2cccc3nsnc23)C1 (stereo not drawn)	11%&-6%	0%&-3%	-7	2%	6%&1%	0%	-7%	2	-3&-5
Cc1cccc(C)c1C(OCCN(C)C)C1CCCCC1 (stereo not drawn)	?	-12%	-89*	-4%	-4%	0%	3%	-8	16
O=C(Nc1cccc(S(=O)(=O)N2CCOCC2)c1)C1CC(=O)N(c2ccc3c(c2)OCCO3)C1 (stereo not drawn)	27%	-10%	3	3%	6%	-3%	-24%	16	0
COc1ccc(OC)c(NC(=S)NN2CCN(C)CC2)c1	2%	28%	-21	0%	-13%	-3%	-1%	-24	-5
Cc1cc2c(c(=O)n1C)C(C(C)C)C(C#N)=C(N)O2 (stereo not drawn)	-28%	1%	27	3%	-1%	1%	-31%[inhibitor]	8	3

An excerpt from above in order of heavy-atom count, smallest number first:
SMILES	KB-V1 MDR tox	KB-3-1 cytotox	DRD3 antagonist	HT1080NT lethal	GLP1R ag	HT1080 IDH1KD tx	SW480 rerep	IL-1B inflam inh	DRD3 agonist
COC(=O)N1CCN(c2ccc(OC)cc2)CC1	?	-1%	19	?	1%	0%	1%	-7	-3
O=c1[nH][nH]c2c1C(C1CCCCC1)OC(C1CCCCC1)C2 (stereo not drawn)	-16%	?	51	17%	-2%	0%	.	-2	5
O=C(NCc1ccccc1)C1CCCN(S(=O)(=O)c2cccc3nsnc23)C1 (stereo not drawn)	11%&-6%	0%&-3%	-7	2%	6%&1%	0%	-7%	2	-3&-5

Following part:
SMILES	KB-V1 MDR tox	KB-3-1 cytotox	DRD3 antagonist	HT1080NT lethal	GLP1R ag	HT1080 IDH1KD tx	SW480 rerep	IL-1B inflam inh	DRD3 agonist
Cc1nc2cc(NC(=O)Nc3nccs3)ccc2n1C	-2%	-7%	8	5%	-4%	-6%	-16%	2	-5
COc1ccc(-c2nc3ccc(C(=O)NCC(OC)OC)cc3nc2-c2ccc(OC)cc2)cc1	2%	-3%	-2	-16%	13%	-15%	?	-16	1
COc1cc(S(=O)(=O)NC2CCCC2)c(OC)cc1Cl	0%	4%	-18	4%	10%	6%	-5%	40	2
Nc1nc(-c2cccnc2)nn1C(=O)COc1ccccc1	-13%	16%	2	?	-12%	3%	-1%	42	1
Cc1cccn2c(CN(C)CC3Cc4ccccc4O3)c(C(=O)N3CCCCC3)nc12 (stereo not drawn)	9%	?	10	-5%	0%	-10%	-1%	19	7
Cc1cc2c(SCC(=O)N3CCN(c4ccccc4)CC3)ncnc2s1	?	?	8	9%	27%	7%	-6%	?	18
Cc1cc2cc(C(c3nnnn3C(C)(C)C)N(Cc3ccco3)CC3CCCO3)c(=O)[nH]c2cc1C (stereo not drawn)	?	?	?	22%	0%	-11%	2%	0	-6
Cc1ccc(C)c(SCC(=O)OCC(=O)NCCNC(=O)COC(=O)CSc2cc(C)ccc2C)c1	4%	-3%	-3	-1%	0%	1%	-22%	18	-5
COC(C(=O)Nc1ccnn1C1CCN(Cc2ccc(CO)o2)CC1)c1ccccc1 (stereo not drawn)	.	.	3	1%	-5%	-1%	-7%	-4	-13
COc1ccc(NC(=O)Cn2cccc2)cc1Cl	-13%	?	16	12%	4%	6%	1%	3	1
COc1ccc2c(c1)[C@H]1[C@H](CO2)[C@H](c2ccccc2)[C@]2(C)C(=O)Nc3cc(Cl)ccc3C(=O)N12	-13%	-1%	-14	-16%	-1%	-26%	?	-20	-15
Cc1ccccc1-n1c(C)cc(/C=C2\NC(=O)NC2=O)c1C	?	3%	?	-8%	9%	?	21%	23	-8

Source: PubChem BioAssay
